GSK3A inh: blockers of GSK3A enzyme activity – biochemical, luminescence, cell-free homogeneous, HTS, primary screen. Glycogen synthase kinase-3 alpha (Homo sapiens), P49840. GSK-3 alpha kinase, ADP-Glo luminescence, 60 min. inhibition, % at 10 µM. 0.1% of 320,000 active. AID 2650, 2010;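 in the data active means inhibition above about 50%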;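 further: GST-tagged GSK-3 alpha with peptide substrate and 25 µM ATP; 0% = DMSO neutral wells and 100% = GW8510 positive control wells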
Target sequence (P49840 whole entry, looked up): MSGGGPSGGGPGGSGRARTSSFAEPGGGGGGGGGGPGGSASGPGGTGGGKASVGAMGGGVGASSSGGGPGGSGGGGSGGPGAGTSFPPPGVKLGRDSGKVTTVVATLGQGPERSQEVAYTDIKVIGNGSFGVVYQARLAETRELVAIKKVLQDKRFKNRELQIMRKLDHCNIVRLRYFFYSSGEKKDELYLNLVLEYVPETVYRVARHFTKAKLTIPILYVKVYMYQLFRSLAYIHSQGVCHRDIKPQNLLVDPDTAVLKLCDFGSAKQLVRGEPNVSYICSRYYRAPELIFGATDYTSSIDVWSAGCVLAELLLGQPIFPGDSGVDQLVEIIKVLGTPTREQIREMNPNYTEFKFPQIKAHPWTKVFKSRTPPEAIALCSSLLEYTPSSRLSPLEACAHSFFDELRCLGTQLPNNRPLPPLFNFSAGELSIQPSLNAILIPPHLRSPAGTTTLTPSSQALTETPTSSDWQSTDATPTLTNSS
KLF5 inh: KLF5 expression inhibitors, primary screen, DLD-1 cells, luminescence; DLD-1 KLF5 promoter-luciferase reporter; inhibition, % at 5 µM; 0.23% of 290,000 active; AID 1700, 2009;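 active means inhibition above a per-plate limit of that plate's mean compound inhibition plus 3 SD, cut at about 60% in these data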;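 further: 0% = DMSO wells and 100% = LY294002 at 200 µM; higher means less KLF5 promoter-driven luciferase light; inactives centre near -14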
HSF1 inh: HSF1 inhibitors in luciferase reporter cells, primary screen, cell-based, NIH3T3, luminescence; NIH3T3-HGL HSE-luciferase, MG132-induced, luminescence 8 h; hits give low values; activity change, negative = inhibition, % at 7.5 µM (by protocol); 0.77% of 300,000 active;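 active means more than half of replicate wells show activity change below -50%, luminescence cut by over half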;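 further: luciferase reports HSF-1 transcriptional activity via heat shock element; 0% = median of DMSO wells and -100% = zero luminescence signal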
IEC-6 tox: cytotoxicity in IEC-6 intestinal epithelial cells, primary screen, cytotoxicity control for KLF5 inhibitor project, cell-based, luminescence; IEC-6 cytotoxicity, luminescence viability; 0.78% of 290,000 active; inhibition, % at 5 µM; AID 1825, 2009; in the data active means inhibition above about 22%;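 further: 0% = plate median of test compound wells and 100% = cytotoxic reference compound wells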
GSK3B inh: human GSK3beta kinase inhibitors, primary screen, biochemical, cell-free homogeneous, HTS; GST-GSK3beta kinase, ADP-Glo luminescence, 60 min; hits give low values; activity score (negative = inhibition), % at 10 µM; 0.038% of 300,000 active; AID 2097, 2009;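 active means more than half of replicate wells score below -50%, meaning over 50% inhibition versus plate controls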;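 further: 0% = median DMSO wells and -100% = median GW8510 positive control wells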
Target sequence (P49841 whole entry, looked up): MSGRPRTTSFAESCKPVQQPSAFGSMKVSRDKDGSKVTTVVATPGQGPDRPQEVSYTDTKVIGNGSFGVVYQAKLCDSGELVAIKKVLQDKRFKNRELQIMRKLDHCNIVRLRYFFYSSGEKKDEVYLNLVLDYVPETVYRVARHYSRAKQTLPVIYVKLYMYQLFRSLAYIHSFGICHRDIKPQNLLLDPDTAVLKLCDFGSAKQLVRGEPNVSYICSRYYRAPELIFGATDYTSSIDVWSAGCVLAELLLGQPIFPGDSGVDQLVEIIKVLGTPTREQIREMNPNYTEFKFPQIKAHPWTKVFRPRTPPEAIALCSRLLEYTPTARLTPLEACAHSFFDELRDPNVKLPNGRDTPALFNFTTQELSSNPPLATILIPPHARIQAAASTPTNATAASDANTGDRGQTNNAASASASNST
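Test system – GST-tagged human GSK3beta kinase, cell-free · Incubation – 60 min enzyme reaction, room temperature · Signal – ADP-Glo luminescence · Also added – peptide substrate and ATP at 25 µM · Controls – DMSO neutral wells and GW8510 at 20 µM as positive · Buffer or medium – Tris/MgCl2 kinase buffer · Measure – Luminescence-derived activity versus plate DMSO and GW8510 wells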
AI-2 QS modul: Vibrio harveyi AI-2 quorum sensing modulators, primary screen, JMH597 strain, luminescence/OD600 ratio; 0.4% of 300,000 active; activity change, % at 7.5 µM; Vibrio harveyi JMH597 AI-2 luminescence/OD600 ratio, 9 h; hits give low values; strain lacks LuxN and CqsS sensors; 0 = neutral-control median; AID 2094, 2009; in the data active means activity change below about -75%, passing the limit was not always enough;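 further: luminescence divided by OD600 gain over 9 h not by final OD600 alone; inactives centre near 13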
aSyn UTR inh: MLPCN primary screen, SNCA 5' untranslated region | alpha-synuclein 5'UTR reporter, inhibitor activity | inhibition, % (tested at 7.5 µM) | 0.82% of 300,000 active | AID 1813, 2009; in the data active means inhibition above about 60%;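 further: H4 neuroglioblastoma cells stably carrying SNCA 5'UTR luciferase fusion; 0% = DMSO wells and 100% = positive control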
HSF-1 act: HSF-1 activators, primary screen, NIH3T3-HGL cells, MG132 stress, luminescence, single point | NIH3T3-HGL HSF-1 luciferase reporter, 8 h; 100% = twice DMSO control signal | activation, % at 9 µM | 1.7% of 300,000 active | AID 504408, 2011;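 active means mean replicate activation of at least 50% with a set share of replicates each reaching 50%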;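 further: 0% = median of the neutral control wells and 100% = twice that signal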
PolyA inhibitor: polyadenylation inhibitors in yeast reporter cells, primary screen, luminescence, S. cerevisiae | S. cerevisiae SKY197-pL101 polyadenylation reporter, beta-gal luminescence; efflux-impaired pdr1/pdr3 knockout yeast; score 100 = 6 SD above DMSO | calls only at 12 µM | 0.02% of 300,000 active | AID 1875, 2009;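 active means lowest replicate activity score at least 50, where 100 means six control SD above control mean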;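 further: yeast exposed to compound for 9 h at 30 °C; higher score means more reporter readthrough which indicates perturbed polyadenylation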
HSP90 refold inh: HSP90 inhibitors, primary screen, cell lysate, luminescence | Rabbit reticulocyte lysate, luciferase refolding luminescence, 3 h | inhibition, % at 5.6 µM | 0.91% of 290,000 active | AID 1789, 2009;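 active means inhibition above the screen-wide mean plus 3 SD, computed separately per campaign, cut at about 16% in these data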;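 further: 0% = DMSO wells and 100% = 60 µM geldanamycin wells; inhibitors lower the luminescence because luciferase stays unfolded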
* hit, by the source's call; i = inactive; / = no result given. These rows are one share of the data (hit frequency here may not be typical).

SMILES	GSK3A inh	KLF5 inh	HSF1 inh	IEC-6 tox	GSK3B inh	AI-2 QS modul	aSyn UTR inh	HSF-1 act	PolyA inhibitor	HSP90 refold inh
CC(=O)N1CCOc2ccc(S(=O)(=O)N3CCC(C(=O)NCc4ccc(C)cc4)CC3)cc21	-2	-36	-2	0	-2	15	21	9	i	-4
COc1cc2c(cc1OC)C(c1ccccc1)CC2=O (stereo unspecified)	2	13	2	4	2	22	15	5	i	0
CCOc1ccc(N(C)S(=O)(=O)c2cc(-c3cc(C)no3)ccc2OC)cc1	-2	2	8	3	4	-1	-2	11	i	-6
CC(C)Cn1c(N)c(C(=O)CSc2nc3ccccc3n2C)c(=O)n(C)c1=O	-2	-20	1	-4	0	21	30	11	i	-2
COc1ccccc1-n1cc2ccc([N+](=O)[O-])cc2n1	-1	/	-6	/	-2	2	-119	12	i	/
COC(=O)C1C(c2ccc(OC)cc2)NC(=O)NC1(O)C(F)(F)Cl (stereo unspecified)	-1	-30	-6	5	0	3	-6	3	i	-4
CCOc1ccc(-c2cn(S(=O)(=O)c3cccc4nsnc34)nc2N)cc1	-1	-16	9	4	4	16	41	-7	i	2
Cn1nccc1C(=O)NC(=S)Nc1sc2c(c1C#N)CCCCC2	2	-21	10	4	5	12	-148	8	i	2
Cc1cc2ccccc2nc1SCC(=O)N1CCCC1	-2	-17	-3	14	2	4	-7	5	i	1
O=C(C[n+]1cccc(NC(=O)c2ccccc2)c1)c1cccc([N+](=O)[O-])c1	-2	-16	-3	-5	-1	55	-2	11	i	-2
COc1ccc(Oc2cccc(Cl)c2CNC(=O)CCC(=O)O)cc1	-2	22	-2	-8	-7	61	-5	-10	i	-1
CCOc1cccc(C(=O)Nc2nnc(-c3ccco3)s2)c1	-1	-101	/	5	/	/	/	/	/	5
Cc1cccc(N2CCN(c3ccc(N4C(=O)CCCC4=O)cc3[N+](=O)[O-])CC2)c1C	0	0	-2	-3	4	19	12	1	i	1
CCc1c(C)c(C#N)c2nc3ccccc3n2c1N1CCN(c2cc(C)ccn2)CC1	0	7	-6	1	3	14	-3	-5	i	1
CCc1ccc(-c2cnc3nc[nH]c(=O)c3n2)cc1	0	/	/	/	1	15	/	/	i	/
Cc1c(C(=O)NN)[nH]c2ccc([N+](=O)[O-])cc12	6	-27	-2	4	1	6	-20	5	i	2
Clc1c(CSc2nc3ccccc3o2)nc2ccccn12	-2	-130	52	10	4	4	-117	87*	i	8
Cc1cnc(C(=O)Nc2ccccc2-c2ccc(C)o2)cn1	-2	-26	0	2	0	29	1	-6	i	0
Cc1coc2c1c(C)cc1oc(=O)c(CC(=O)NCC(=O)N[C@H](C(=O)O)C(C)C)c(C)c12	-4	-7	0	-11	-2	7	17	-10	i	-6
Clc1ccccc1Cc1noc(CN2CCCCC2CCc2ccccn2)n1 (stereo unspecified)	-3	-23	0	-2	2	-10	4	-6	i	5
CC1CC(C)CN(S(=O)(=O)c2ccccc2[N+](=O)[O-])C1 (stereo unspecified)	0	18	-10	-18	1	16	-13	4	i	-2
O=C(CCC(=O)OCC(=O)c1ccc([N+](=O)[O-])cc1)Nc1ccccc1Cl	1	-32	-1	-1	1	5	10	3	i	8
Cn1c(=O)c2c(nc(N/N=C/c3cccnc3)n2Cc2ccccc2)n(C)c1=O	1	3	-3	7	-3	28	1	3	i	0
O=C(O)C1CCCN1c1ncnc2c1oc1ccccc12 (stereo unspecified)	-1	-14	7	-2	2	25	-44	23	i	-4
Cc1noc(C)c1C(=O)Nc1sc2c(c1C(N)=O)CCC2	1	-25	1	-10	-18	11	21	-12	i	-3
Cc1ccc(/C=N/n2c(-c3ccncc3)n[nH]c2=S)cc1	/	-30	-9	8	-3	42	0	-15	i	-3
Nc1c(C(=O)c2cccs2)sc2nsc(SCCN3CCCCC3)c12	0	-38	-2	4	1	12	-213	-14	i	-1
Cc1ccc(C(=O)O/N=C/c2c(C)nn(C)c2Cl)cc1	-3	-5	-5	3	0	6	-8	-13	i	-3
CCOc1ccc2oc(C(=O)Nc3ccc(N4CCOCC4)cc3)c(C)c2c1	-1	-12	1	6	-3	17	-69	16	i	2
Cc1cc(NC(=O)c2cc(-c3ccco3)on2)no1	-3	-19	10	4	0	10	-26	9	i	-1
CC(=O)N/C(=C\c1ccccc1)C(=O)OCc1ccc(C)cc1	-2	-12	6	-5	3	25	-13	7	i	2
COc1ccccc1OCCC(=O)Nc1nc(C)cs1	-1	4	-3	-5	-3	11	2	1	i	0
CCn1ccnc1C(O)c1cccc2ccccc12 (stereo unspecified)	-3	0	2	4	-1	16	21	2	i	-4
COc1ccc(NC(=O)C(c2ccccc2)N(C)C(=O)c2cnccn2)cc1 (stereo unspecified)	-1	3	17	-6	-1	13	-23	31	i	0
O=C(COC(=O)C1(c2ccccc2)CC1)N1CCN(c2ccc(F)cc2)CC1	-1	-2	-5	-4	3	-2	25	4	i	-3
O=c1oc(-c2ccc(Br)cc2)nc2ccccc12	2	-111	17	3	2	45	-130	19	i	1
CC(NC(=O)c1cc(-c2ccncc2)nc2ccc(Br)cc12)C1CCCO1 (stereo unspecified)	1	4	2	7	4	12	-47	-5	i	4
COC(=O)c1c(-c2ccc(C)cc2)csc1N	-1	-7	7	2	-7	14	23	11	i	-5
CC(=O)c1ccc(NS(=O)(=O)c2ccc(-c3cnc(C4CC4)o3)cc2)cc1	/	-3	0	2	-1	2	-3	14	i	6
Cc1cccc(C(=O)NC2CCN(CC(=O)N3CCOCC3)CC2)c1	0	-7	1	4	1	14	13	3	i	2

Structures listed so far shown as hits in HSF-1 act:
| compound | GSK3A inh | KLF5 inh | HSF1 inh | GSK3B inh | AI-2 QS modul | aSyn UTR inh | HSF-1 act | PolyA inhibitor | HSP90 refold inh |
| --- | --- | --- | --- | --- | --- | --- | --- | --- | --- |
| Clc1c(CSc2nc3ccccc3o2)nc2ccccn12 | -2 | -130 | 52 | 4 | 4 | -117 | 87* | i | 8 |

Next part.
SMILES	GSK3A inh	KLF5 inh	HSF1 inh	IEC-6 tox	GSK3B inh	AI-2 QS modul	aSyn UTR inh	HSF-1 act	PolyA inhibitor	HSP90 refold inh
FC(F)(F)c1cc(-c2cccs2)nc2ncnn12	-1	-9	-3	2	3	7	-3	12	i	0
Cc1nonc1C1CCCN1Cc1nc(-c2ccccc2Cl)oc1C (stereo unspecified)	0	-11	2	-8	1	-9	11	9	i	0
CCc1ccc2nc(N(CCN(C)C)C(=O)c3ccc4ccccc4c3)sc2c1	-2	-10	12	3	1	14	-48	16	i	1
Cc1nc(NCc2ccco2)c2c3c(sc2n1)CCC3	-3	-31	11	6	1	36	18	10	i	1
Cc1ccc(C(=O)C(C)OC(=O)Cc2n[nH]c(=O)c3ccccc23)cc1C (stereo unspecified)	-1	/	-5	/	0	12	-6	0	i	/
COc1ccc([N+](=O)[O-])cc1NC(=O)c1cn(-c2ccc(C)c(C)c2)c(=O)c2ccccc12	0	-39	-4	2	0	14	-5	-6	i	1
CCc1ccc(Cn2nnc(C(=O)Nc3cccc(C)c3)c2N)cc1	/	-20	-3	5	0	12	-8	23	i	1
CCOC(=O)C1CCN(C(=O)C2CCN(S(=O)(=O)N3CCC4(CC3)OCCO4)CC2)CC1	-4	-6	-2	-8	-5	10	-6	6	i	-2
N#C/C(C(=O)Oc1ccccc1)=C1\C=CC=CN1	-1	-111	22	6	1	24	-80	38	i	0
O=C(N/N=C/c1ccc[nH]1)c1ccncc1	0	1	-2	3	-3	16	-19	-10	i	1
O=C(c1ccccc1F)N(NC(=O)C(O)(c1ccccc1)c1ccccc1)c1ccccc1	-3	-32	2	0	0	10	-8	32	i	0
Cc1ccc2c(CN3CCN(CCO)CC3)cc(=O)oc2c1C	1	-23	-7	3	-1	-13	13	6	i	7
O=C(COc1ccc(F)cc1)N(CC1=CCS(=O)(=O)C1)c1ccccc1	-2	-22	1	-1	0	-7	10	-7	i	-4
O=C(N/N=C/c1cn(-c2ccccc2)nc1-c1cc2ccccc2o1)c1ccccc1Br	2	-29	40	3	1	9	-115	76*	i	-8
CCCCn1c(N)c(N(CCOC)C(=O)CSCc2c(C)noc2C)c(=O)[nH]c1=O	2	1	-8	-5	2	20	6	-5	i	3
COc1ccccc1N=C1SC(C(=O)Nc2cccc(Cl)c2Cl)C(N)=C1C(N)=O (stereo unspecified)	2	-38	6	2	4	31	8	7	i	1
O=C(Cc1cccs1)NCc1cccc(CNC(=O)Cc2cccs2)c1	-6	7	11	-1	-2	14	16	19	i	0
COc1ccc(N2C(=O)[C@@H]3[C@H](C2=O)[C@H]2c4ccccc4C=CN2[C@@H]3C(C)=O)cc1	-1	-8	/	5	/	20	/	/	/	3
COCCCN1C(=O)C(O)=C(C(=O)c2ccco2)C1c1ccc(Br)cc1 (stereo unspecified)	-2	-22	-1	-2	2	63	-24	13	i	3
COC(=O)c1c(NC(=O)CC2Nc3ccccc3NC2=O)sc(C)c1C (stereo unspecified)	-2	23	10	-3	4	29	-36	14	i	-1
CN(Cc1ccccc1)c1nc2c(c(=O)[nH]c(=O)n2C)n1CCSc1nc2ccccc2[nH]1	0	-32	9	1	4	11	6	18	i	-1
Cc1ccc(S(=O)(=O)N2CCC(C(=O)N3CCC3)CC2)cc1	-2	-21	-4	6	1	18	1	-11	i	-2
CCOc1ccc(NC(=O)CN2CCN(CC(=O)Nc3ccc(F)c(F)c3)CC2)cc1	1	-8	1	-4	7	19	20	2	i	-2
COc1ccc(-c2c([C@H]3[C@H]4C=CC[C@@H](C)[C@@H]4C(=O)N3Cc3ccccc3)ccc3ccccc23)cc1	-2	/	-26	/	1	25	39	-32	i	/
CCN(CC)C(=O)C[n+]1ccc(C(N)=O)cc1	-2	-24	0	-3	-3	14	6	3	i	4
CCN(CC)S(=O)(=O)c1ccc(C)c(NC(=S)NC2CCCCC2)c1	0	-6	-5	-1	2	28	2	0	i	-1
CCOC(=O)c1sc(=NC(=O)c2ccc(OC(C)C)cc2)n(C)c1C	-1	-4	-14	-1	-5	5	-40	-1	i	-2
